TcdB inh = blocks C. difficile toxin B glycohydrolase activity; 350,000 compounds, 0.24% hits; P18177; TcdB glycohydrolase enzymatic assay, plate reader; AID 652162; inhibition, % at 9.99 µM; in the data active = inhibition above about 10%
Target sequence (P18177 whole entry, looked up): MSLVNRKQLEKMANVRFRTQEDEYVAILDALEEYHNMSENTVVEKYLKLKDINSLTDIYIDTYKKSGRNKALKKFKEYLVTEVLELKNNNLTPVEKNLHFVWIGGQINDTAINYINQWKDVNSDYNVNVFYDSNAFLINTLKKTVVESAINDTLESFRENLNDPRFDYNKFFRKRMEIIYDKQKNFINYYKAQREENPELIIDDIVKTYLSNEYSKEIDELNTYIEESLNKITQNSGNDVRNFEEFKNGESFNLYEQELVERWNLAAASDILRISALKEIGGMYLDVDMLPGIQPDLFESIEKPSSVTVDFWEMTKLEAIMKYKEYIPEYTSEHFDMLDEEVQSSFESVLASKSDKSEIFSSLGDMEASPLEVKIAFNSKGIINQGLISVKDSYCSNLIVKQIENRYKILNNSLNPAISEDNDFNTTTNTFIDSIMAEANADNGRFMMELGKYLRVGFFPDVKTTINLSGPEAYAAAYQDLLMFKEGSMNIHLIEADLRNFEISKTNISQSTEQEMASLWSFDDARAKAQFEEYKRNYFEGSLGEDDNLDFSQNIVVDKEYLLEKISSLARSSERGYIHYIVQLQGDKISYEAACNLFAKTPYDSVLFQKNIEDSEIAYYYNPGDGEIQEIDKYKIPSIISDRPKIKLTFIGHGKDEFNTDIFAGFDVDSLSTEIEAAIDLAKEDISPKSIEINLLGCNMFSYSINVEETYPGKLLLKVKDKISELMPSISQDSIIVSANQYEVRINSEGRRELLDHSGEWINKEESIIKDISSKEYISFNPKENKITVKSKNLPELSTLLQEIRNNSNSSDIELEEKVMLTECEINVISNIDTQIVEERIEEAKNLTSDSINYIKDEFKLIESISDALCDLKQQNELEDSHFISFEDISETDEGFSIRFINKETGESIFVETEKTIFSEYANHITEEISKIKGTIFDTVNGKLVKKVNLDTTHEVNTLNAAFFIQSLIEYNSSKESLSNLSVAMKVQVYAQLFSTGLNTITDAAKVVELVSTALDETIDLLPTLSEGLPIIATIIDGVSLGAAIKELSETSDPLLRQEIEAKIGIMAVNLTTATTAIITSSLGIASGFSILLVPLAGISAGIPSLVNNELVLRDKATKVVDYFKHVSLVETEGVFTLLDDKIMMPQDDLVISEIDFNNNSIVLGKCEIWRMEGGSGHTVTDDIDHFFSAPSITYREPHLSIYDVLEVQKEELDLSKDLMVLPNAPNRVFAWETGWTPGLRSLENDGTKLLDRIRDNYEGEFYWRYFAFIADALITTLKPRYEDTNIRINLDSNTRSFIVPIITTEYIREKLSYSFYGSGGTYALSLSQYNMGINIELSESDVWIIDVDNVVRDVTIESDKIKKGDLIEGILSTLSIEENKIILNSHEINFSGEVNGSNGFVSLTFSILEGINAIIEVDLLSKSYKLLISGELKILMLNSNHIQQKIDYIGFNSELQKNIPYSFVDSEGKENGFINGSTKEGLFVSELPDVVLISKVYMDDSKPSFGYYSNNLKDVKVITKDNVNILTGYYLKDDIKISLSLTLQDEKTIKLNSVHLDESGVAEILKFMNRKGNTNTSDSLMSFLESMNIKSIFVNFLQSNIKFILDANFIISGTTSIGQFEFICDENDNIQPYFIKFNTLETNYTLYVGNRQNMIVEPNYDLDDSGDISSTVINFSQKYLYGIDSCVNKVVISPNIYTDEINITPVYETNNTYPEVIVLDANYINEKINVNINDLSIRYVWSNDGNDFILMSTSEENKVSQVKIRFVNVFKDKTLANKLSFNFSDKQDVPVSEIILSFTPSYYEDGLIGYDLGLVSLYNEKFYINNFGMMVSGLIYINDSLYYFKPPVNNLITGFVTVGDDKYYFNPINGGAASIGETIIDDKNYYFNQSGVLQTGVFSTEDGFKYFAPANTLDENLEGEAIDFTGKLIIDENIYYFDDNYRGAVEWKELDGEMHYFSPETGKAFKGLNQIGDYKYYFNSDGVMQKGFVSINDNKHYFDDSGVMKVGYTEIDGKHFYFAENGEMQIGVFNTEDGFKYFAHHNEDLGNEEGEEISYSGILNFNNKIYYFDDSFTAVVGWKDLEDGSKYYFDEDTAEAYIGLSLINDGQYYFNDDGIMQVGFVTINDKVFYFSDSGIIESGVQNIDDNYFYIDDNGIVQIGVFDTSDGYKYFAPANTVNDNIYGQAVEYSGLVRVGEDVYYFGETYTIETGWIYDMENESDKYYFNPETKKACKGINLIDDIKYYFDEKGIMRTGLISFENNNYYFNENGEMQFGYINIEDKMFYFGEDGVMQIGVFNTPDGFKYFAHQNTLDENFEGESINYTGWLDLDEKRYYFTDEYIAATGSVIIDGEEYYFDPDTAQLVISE
GDH-TPI counter = GDH-TPI coupled enzyme inhibition counter-screen. GDH-TPI coupled enzyme counterscreen, NADH absorbance. inhibition, % at 4.8 µM. 360,000 compounds, 1.2% hits. AID 588335; in the data active = inhibition above about 30%;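 note: 0% = DMSO wells and 100% = wells lacking the enzyme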
Y pestis TopoI = inhibitors of Yersinia pestis topoisomerase I; activity, % at 10 µM; AID 504884; Y. pestis Topo-I cleavage product accumulation, plate reader; 360,000 compounds, 0.064% hits; in the data active = activity above about 50%, passing the limit was not always enough; inconclusive = no clear call, values can overlap the other calls; note: inactives centre near 2
Mtb UGM inh = inhibitors of M. tuberculosis UDP-galactopyranose mutase. P9WIQ1. purified UGM, fluorescence polarization probe displacement. inhibition, % at 10 µM. 320,000 compounds, 0.06% hits. AID 504406; in the data active = inhibition above about 10%, passing the limit was not always enough; inconclusive = no clear call, values can overlap the other calls
Mtb FBA inh = inhibitors of M. tuberculosis fructose-bisphosphate aldolase; 360,000 compounds, 2.3% hits; purified M. tuberculosis FBA, fluorescence read-out; inhibition, % at 1 µM; P9WQA3; in the data active = inhibition above about 27%;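 note: 0% = vehicle and 100% = reference inhibitor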
FadD28 binding = blocks FadD28 binding to the bisubstrate probe; inhibition, % at 12.5 µM; 360,000 compounds, 0.22% hits; AID 588549; fluorescence polarization; in the data active = inhibition above about 8.5%, passing the limit was not always enough; inconclusive = no clear call, values can overlap the other calls
Vc quorum ag = inducers of Vibrio cholerae quorum light production without autoinducers; V. cholerae BH1578 lux reporter, luminescence, 6 h; activation, % at 18.7 µM; 350,000 compounds, 0.16% hits; AID 588436; in the data active = activation mostly above about 9.7%, no sharp cut-off; inconclusive = no clear call, values can overlap the other calls; inactive = mostly below about 3.7%; note: not every result past the cut was called active; inactives centre near 0; reference of the scale not given here
PfHsp40 rescue = restores yeast growth despite PfHsp40 toxicity | S. cerevisiae expressing PfHsp40, growth rescue, ATP luminescence | growth rescue, % at 12.5 µM | 340,000 compounds, 0.68% hits; in the data active = growth rescue above about 28%, passing the limit was not always enough; inconclusive = no clear call, values can overlap the other calls;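 note: yeast W303a lacking pdr1 and pdr3 grown in galactose medium; growth measured after three days at 30 °C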
Mtb BioA inh = BioA (M. tuberculosis) enzyme inhibition. 360,000 compounds, 0.096% hits. purified M. tuberculosis BioA enzyme, plate reader. AID 602481. inhibition, % at 9.99 µM; in the data active = inhibition above about 40%; inconclusive = no clear call, values can overlap the other calls
An asterisk follows results filed as active; i = inactive; ? = inconclusive; / = no result given; + = active, no number. Random draw from the library; about 4.6% have a hit in one of these screens.

molecule	Vc quorum ag	Mtb UGM inh	FadD28 binding	TcdB inh	GDH-TPI counter	Mtb BioA inh	Y pestis TopoI	Mtb FBA inh	PfHsp40 rescue
Cc1ccccc1-c1n[nH]c(=S)n1/N=C/C=C/c1ccco1	1.8	0.1	-3.8	0.0	43.5*	-3.1	-14.3	-1.1	-0.5
COCc1cc(CN(C)C(=O)c2oc3c(F)cccc3c2C)[nH]n1	-0.2	-0.4	1.0	1.6	-5.2	0.3	6.6	2.9	0.6
CN(C)C1CCN(Cc2cc(COCc3ccccc3)c3cccnc3c2O)C1 (stereo not drawn)	-0.8	-0.2	0.3	/	2.2	0.5	-2.6	0.4	?
CN(C)c1ccc(C(=S)N2CCCCC2)cc1Br	i	0.8	-2.1	0.7	-1.9	/	13.7	1.1	0.5
CCOC(=O)C1=C(COC(=O)CNS(=O)(=O)c2ccc(C)c(C)c2)NC(=O)NC1C (stereo not drawn)	i	/	-1.5	1.4	-3.5	-0.7	10.4	-0.1	/
Fc1ccc(NC(=S)SCc2ccc3c(c2)OCO3)cc1F	i	/	-2.1	-0.4	9.3	2.7	-3.1	1.1	/
CC(CC(=O)N1CCN(S(=O)(=O)c2ccccc2)CC1)n1cncn1 (stereo not drawn)	-0.2	-1.8	-4.4	-0.5	-14.1	2.5	5.2	2.8	-1.6
O=C(CSc1nnc(Cc2cc(=O)[nH]c(=O)[nH]2)n1-c1ccccc1)NCC1CCCO1 (stereo not drawn)	i	-0.1	-2.2	/	4.6	-3.5	2.4	-1.8	0.1
CCOCCCNC(=O)c1ccccc1Br	/	1.0	0.1	/	7.1	0.3	4.1	-1.4	-0.4
CCCCCc1c2c(cc(O)c1C(=O)O)OC(=O)c1cc(C(=O)CCCC)c(OC)cc1O2	-0.5	/	0.3	2.0	2.0	4.0	6.5	-2.2	10.5
Cc1ccc(NC(=O)CCn2c(=O)[nH]c3ccsc3c2=O)cc1	i	-0.5	0.6	1.5	-2.6	/	-4.7	1.5	0.2
CCCCCn1c(=O)[nH]c2cc(C(=O)NCCN3CCOCC3)ccc2c1=O	-1.3	-1.5	-5.6	/	1.5	1.4	-5.4	6.7	-1.2

Going on with the list:
molecule	Vc quorum ag	Mtb UGM inh	FadD28 binding	TcdB inh	GDH-TPI counter	Mtb BioA inh	Y pestis TopoI	Mtb FBA inh	PfHsp40 rescue
C/C(=C\c1cccc(Cl)c1Cl)C(=O)c1c(C)cc(C)[nH]c1=O	0.3	2.9	-0.3	1.0	12.2	3.2	13.1	-0.1	0.6
Cc1ccccc1OCC1Cc2c(nc(N)c(C#N)c2N)O1 (stereo not drawn)	1.0	-0.7	-3.9	/	-0.9	0.5	-9.4	-1.4	1.1
O=C(CCn1nc(-c2ccc(Cl)cc2)ccc1=O)NCc1cccnc1	2.2	-1.1	-3.7	/	0.4	27.0	6.5	2.3	-0.4
CCCCC(=O)Nc1nc2c(OC)cc([N+](=O)[O-])cc2s1	-2.0	-1.1	4.2	-0.2	5.1	-0.5	15.6	-12.3	-1.3
COCCNC(=S)N1CCCN(c2nc3cc(C)ccc3cc2C#N)CC1	-0.4	2.3	-4.3	0.1	6.6	0.8	32.0	6.2	0.0
Nc1ccc(C(=O)Nc2ccco2)cc1	i	0.1	-2.7	/	1.2	/	2.9	-0.8	0.4
Cc1cc(SCC(=O)Nc2cccc(S(N)(=O)=O)c2)c(C)cc1Br	1.5	0.7	-4.1	1.3	0.9	/	8.0	3.7	-1.2
CCc1ccc(NC(=O)CN2CCc3ccccc3C2)cc1	1.4	0.4	-1.9	/	12.4	-1.1	20.9	-4.6	-0.8
COc1cccc(C2C(C#N)=C(C)NC3=C2C(=O)CC(C)(C)C3)c1 (stereo not drawn)	-0.2	-2.1	-6.0	1.0	7.0	/	2.7	93.4*	3.7
COCCN(C(=O)CSc1nnc(-c2ccccc2F)o1)c1c(N)n(CC(C)C)c(=O)[nH]c1=O	0.9	2.2	0.1	0.7	3.2	0.1	0.4	-1.1	0.5
Clc1ccc(Cc2ccc(SCc3ccccc3)nn2)c(Cl)c1	i	0.8	-1.4	0.0	6.8	0.7	11.7	2.0	0.1
O=C(NC1CCCC1)c1ccc(CS(=O)(=O)Cc2ccccc2F)o1	-0.2	1.5	-0.8	0.9	0.0	0.8	-1.8	1.5	-0.4

The list continues.
molecule	Vc quorum ag	Mtb UGM inh	FadD28 binding	TcdB inh	GDH-TPI counter	Mtb BioA inh	Y pestis TopoI	Mtb FBA inh	PfHsp40 rescue
CCn1cc(CNCc2ccc(OCC(O)CN(C)Cc3ccccc3)cc2)cn1 (stereo not drawn)	-0.2	1.5	-2.7	/	-6.3	-0.4	-7.8	-5.5	1.2
Cc1c(C)c2ccc(OC(C)C(=O)NC3CC(C)(C)NC(C)(C)C3)cc2oc1=O (stereo not drawn)	-0.5	-2.0	-2.7	0.6	12.1	-1.6	-0.6	123.4*	-0.2
CCOc1ncccc1C(=O)Nc1cccc(S(=O)(=O)N2CCOCC2)c1	i	1.0	-1.2	2.0	6.9	-1.3	2.1	-2.1	-0.3
CN(C)c1ccc(/C=N/n2cnn(Cc3ccccc3Cl)c2=S)cc1	-1.0	0.3	-2.4	0.4	24.7	/	0.2	4.3	-0.4
COc1ccccc1NC(=O)CCNC(=O)C1CCN(S(=O)(=O)c2ccccc2)CC1	i	/	-2.9	1.1	2.6	0.1	3.5	-2.7	/
CCOC(=O)c1ccc(NC(=O)CSc2n[nH]c(-c3ccncc3)n2)cc1	i	0.1	-3.0	/	0.0	/	-5.0	2.0	0.2
COc1ccc(C(C)=O)cc1COC(=O)C(CO)NS(=O)(=O)c1ccc(Br)cc1 (stereo not drawn)	-0.9	1.4	-1.5	0.6	1.9	/	12.4	-0.8	3.1
CSc1nc(=O)n2cc(C)ccc2n1	0.2	-1.6	-1.3	0.1	21.0	/	-1.3	-1.7	0.0
CCOc1cc(C(=O)NCC2CCCO2)cc(OCC)c1OCC (stereo not drawn)	i	1.3	-1.7	/	1.8	-0.8	-3.0	-1.5	0.7
CCc1nc2ccc(C(=O)Nc3ccc(NC(C)=O)cc3)cn2c1N(CCC(C)C)CCN(C)C	-0.8	/	-2.8	1.3	-1.8	-0.2	-18.5	-3.1	/
Cc1ccc2nc(N3C(=O)C(O)=C(C(=O)c4ccc(C)o4)C3c3ccco3)sc2c1 (stereo not drawn)	2.4	-3.3	-2.0	-2.0	-0.9	0.0	3.1	1.1	-1.1
C/C(CC(C)C)=N\Nc1ccc(S(N)(=O)=O)cc1[N+](=O)[O-]	i	-2.6	-1.8	1.6	-1.6	4.9	-8.6	-9.1	0.2

Later entries.
molecule	Vc quorum ag	Mtb UGM inh	FadD28 binding	TcdB inh	GDH-TPI counter	Mtb BioA inh	Y pestis TopoI	Mtb FBA inh	PfHsp40 rescue
CC(C)COC(=O)N1CC(O)CC1C(=O)Nc1ccc2c(c1)OCO2 (stereo not drawn)	i	-5.2	-1.6	1.0	-0.7	-0.9	-2.6	-0.5	-0.3
COc1cccc(C(c2nnnn2C2CCCC2)N2CCN(C/C=C/c3ccccc3)CC2)c1OC (stereo not drawn)	/	/	-3.7	-0.4	/	-3.1	/	1.9	/
COc1ccc(F)cc1-c1cc(C(=O)NCc2cccc(C(F)(F)F)c2)[nH]n1	i	/	-5.8	1.5	1.8	-0.2	-5.5	0.5	/
O=C(O)c1ccc2c(c1)C(=O)N(C(Cc1ccccc1)C(=O)O)C2=O (stereo not drawn)	-1.7	1.6	-4.6	/	-4.1	/	13.6	-0.8	0.8
Cc1c(C(=O)N2CCN(C3CCS(=O)(=O)C3)CC2)oc2c(F)cccc12 (stereo not drawn)	i	0.8	1.7	0.6	2.8	0.0	1.1	6.4	-0.1
CCC(C)N(C(=O)CSc1ccc(NC(C)=O)cc1)C1CCS(=O)(=O)C1 (stereo not drawn)	i	-2.1	-1.3	1.9	-1.6	/	6.1	0.6	-1.0
CCCCN(CCCC)CCCNC(=O)c1ccc2nc(-c3ccccc3NC(C)=O)c(=O)[nH]c2c1	-0.3	1.2	-0.8	5.1	4.2	-0.3	-0.1	0.3	0.9
Nc1nc(Cl)cc(N2CCCC2)n1	-0.1	-2.1	-0.7	0.9	-13.4	/	4.2	-0.8	0.8
CCOC(=O)CN(C(=O)CSc1nnc(C)n1-c1ccccc1)c1ccccc1	-0.5	-1.5	1.1	1.4	2.5	0.4	15.1	4.4	-1.2
CCS(=O)(=O)N1CCN(C(=O)c2cccs2)CC1	-1.6	-0.1	-2.3	/	0.0	-2.6	0.4	-0.2	-1.2
O=C(O)c1ccc(/C=C2/SC(=S)N(Cc3ccccc3)C2=O)cc1	i	-0.4	2.0	0.1	0.0	-0.1	-0.3	-0.9	-1.0
CCOC(=O)c1c(C)c(C)n(Cc2cccc(OC)c2OC)c1C	-0.2	-1.6	0.0	-0.7	15.0	/	26.2	-3.5	0.7

Next structures follow.
molecule	Vc quorum ag	Mtb UGM inh	FadD28 binding	TcdB inh	GDH-TPI counter	Mtb BioA inh	Y pestis TopoI	Mtb FBA inh	PfHsp40 rescue
CCN(CC)CCCNc1oc(/C=C/c2ccccc2)nc1C#N	i	1.2	0.1	-0.2	28.0	-1.5	-16.3	+	/
Cn1c(=O)c2c(nc(CN3CCCCC3)n2Cc2c(F)cccc2Cl)n(C)c1=O	-0.2	1.8	-0.5	0.5	5.3	-0.7	4.2	1.4	0.9
Cc1ccc2c(c1)sc1nc(=O)n(-c3cccc(Cl)c3)c(=O)n12	6.2	-0.3	-0.5	/	-3.8	-0.6	1.5	-2.2	0.1
CC(C)(C)NC(=O)[C@@H]1CN(Cc2cccnc2)CCN1C[C@@H](O)C[C@@H](Cc1ccccc1)C(=O)N[C@H]1c2ccccc2C[C@H]1O	-3.8	0.3	-1.3	1.0	7.2	0.0	17.6	1.4	-0.7
COc1cccc(CNC(=O)Cn2ccc3cc(S(=O)(=O)N4CCCC4)ccc32)c1OC	i	0.8	-2.1	-0.1	4.3	-0.4	21.0	0.9	0.7
COc1cccc(-c2cc(C(=O)NC3CC3)c3ccccc3n2)c1	-0.4	-2.0	/	-2.8	10.0	0.8	-4.0	-1.2	-0.3
O=C(C1CC1)N1CCc2cc(S(=O)(=O)N(CCO)Cc3ccccc3)ccc21	/	1.8	-1.2	/	2.6	1.0	-0.5	1.4	0.3
Cc1cc(C)cc(NC(=O)CN2CCN(CCN=CC3=C(O)CC(C)(C)CC3=O)CC2)c1	/	0.9	-0.8	/	-7.0	0.0	1.8	-2.0	0.4
CC(C)N(C)c1ncnc2c1ncn2[C@H]1CN(Cc2ccc(-c3ccccc3)cc2)C[C@@H](CO)O1	-0.3	/	-1.4	-4.1	7.3	-4.6	23.5	0.8	/
CCOC(=O)C1C(=O)NC(N2CCN(Cc3ccccc3)CC2)=NC1c1ccco1 (stereo not drawn)	-0.3	2.5	-2.6	/	4.7	0.7	5.2	2.3	-0.5
O=C(N1CCN(c2ccccn2)CC1)N1c2ccccc2Sc2ccccc21	i	-2.2	-1.5	/	-6.2	-0.7	-3.6	1.8	13.7
